Compound activity: PubChem BioAssay, National Center for Advancing Translational Sciences (NCATS)
MBNL1 CUG block – inhibitors of human MBNL1 binding to CUG repeat RNA | Q9NR56 | TR-FRET MBNL1-His/biotin-(CUG)12 binding, 665/545 ratio | Potency, µM (series often up to 57.5 µM), inactives show at the highest dose activity change, negative = inhibition, usual class: inhibitors | actives 0.036% (n = 280,000); active = well fitted inhibition curve with a large enough effect in the signal ratio, with a control signal flat, not every such curve was filed as active; inconclusive = small, poorly fitted or top-dose-only effect, or effect the other way, or a change in a side signal; inactive = no such curve, though single readings can be large or run the other way; the % refers to the signal ratio; also: potency is read from the fitted curve at half-maximal effect; % is scaled to controls: 0 for no effect and ±100 for the full control effect
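MBNL1-His + Biotin-(CUG)12, cpd titration 92 nM–58 uM; Tb anti-His Ab 0.055 ng/ul, SA-XL665 5 nM (final); 60 min RT; ratiometric 665/545 nm, Ex 340 nm; normalized to buffer and full-complex controls.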
PKM2 activator – activators of human pyruvate kinase M2; P14618; purified PKM2, Kinase-Glo ATP luminescence, activation; response scale: 0% is enzyme alone, no compound; Potency, µM (highest dose often 57.5 µM), for the others: at the highest dose activation, usual class: activators; actives 0.34% (n = 260,000); AID 1631; also: potency is read from the fitted curve at half-maximal effect; % is scaled to controls: 0 for no effect and ±100 for the full control effect; nearly all actives have a fitted effect of over 55% in size
Target sequence (P14618 whole entry, looked up): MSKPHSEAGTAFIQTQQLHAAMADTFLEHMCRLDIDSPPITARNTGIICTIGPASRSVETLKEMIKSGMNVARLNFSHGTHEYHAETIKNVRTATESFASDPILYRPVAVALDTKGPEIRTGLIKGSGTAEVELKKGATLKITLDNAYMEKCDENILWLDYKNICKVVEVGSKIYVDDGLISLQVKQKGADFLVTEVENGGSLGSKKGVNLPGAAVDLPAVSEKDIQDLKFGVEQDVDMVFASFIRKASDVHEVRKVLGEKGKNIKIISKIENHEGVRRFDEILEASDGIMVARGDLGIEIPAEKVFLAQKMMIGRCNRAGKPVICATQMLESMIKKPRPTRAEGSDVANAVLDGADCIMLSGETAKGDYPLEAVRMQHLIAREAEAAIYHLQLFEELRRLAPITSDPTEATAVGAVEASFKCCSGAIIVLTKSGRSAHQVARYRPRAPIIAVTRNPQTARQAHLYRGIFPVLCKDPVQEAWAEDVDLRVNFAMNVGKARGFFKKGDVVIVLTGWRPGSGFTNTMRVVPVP
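ATP formation by purified human PK-M2, quantified via coupled luciferase luminescence after 1 h at room temperature with 0.1 mM ADP and 0.5 mM PEP final.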
Mito fusion act – inhibitors of mitochondrial division or activators of mitochondrial fusion; S. cerevisiae fusion-defective mutant growth rescue, CellTiterGlo 48 h; Potency, µM (highest dose often 46.1 µM), inactives show at the highest dose growth rescue (activation), hits mostly activators; actives 0.23% (n = 320,000);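 also: potency is read from the fitted curve at half-maximal effect; % of control where 0% means no effect; nearly all actives have a fitted effect of over 45% in size; temperature-sensitive fusion mutants such as fzo1-1 at 37 °C on non-fermentable ethanol glycerol medium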
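Yeast fusion mutant, YPEG (non-fermentable carbon), compound, 48 h at 37C non-permissive; CellTiterGlo added, 10 min RT, luminescence read. Rescued growth = division inhibition.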
Rab9 prom act – activates the Rab9 promoter | Potency, µM (doses to about 9.22 µM), for the others: top-dose activation, negative = inhibition, actives largely listed as activators | actives 2.8% (n = 320,000) | Huh7 Rab9 promoter-luciferase reporter, luminescence, 24 h | AID 485297; also: potency is read from the fitted curve at half-maximal effect; % of control where 0% means no effect; nearly all actives have a fitted effect of over 60% in size
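Quantitative HTS format; Huh7 Rab9-luciferase reporter cells (1500/well) receive compound 2 h post-plating, incubate 24 h at 37 °C, then get luciferase reagent for 10 min before luminescence reading.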
FLuc counter – firefly luciferase modulation, counter-screen for miR-21 project; P08659; purified FLuc, Km substrates, luminescence inhibition; Potency, µM (doses to about 57.5 µM), for the others: at the highest dose activity change, negative = inhibition, actives largely listed as inhibitors; actives 6.9% (n = 360,000);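 also: potency is read from the fitted curve at half-maximal effect; plate controls were vehicle for no effect and reference inhibitor for full effect; nearly all actives have a fitted effect of over 55% in size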
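Purified P. pyralis luciferase, 10 nM final, with Km-level 10 uM D-luciferin and 10 uM ATP in 50 mM Tris acetate pH 7.5, 10 mM Mg acetate, 0.01% Tween-20, 0.05% BSA; 6-point qHTS titration about 60 µM downward; luminescence read.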
ELG1 repair inh – inhibitors of ELG1-dependent DNA repair in HEK293T cells; AID 504467; HEK293T ELG1-luciferase reporter, luminescence, 16 h; DNA damage induced by 5-fluorouridine; Potency, µM (highest dose often 46.1 µM), for the others: at the top dose activity change, negative = inhibition, hits mostly inhibitors; actives 2.3% (n = 330,000); also: potency is read from the fitted curve at half-maximal effect; % is scaled to controls: 0 for no effect and ±100 for the full control effect; nearly all actives have a fitted effect of over 55% in size
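Quantitative HTS, concentration-response format. 2,000 cells/well co-treated with 5-fluorouridine and compound, 16 hr in 5% CO2 at 37 °C; ONE-Glo luminescence read after 30 min.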
NPC1 prom act – activates the NPC1 promoter; Huh7 NPC1 promoter luciferase reporter, 24 h; Potency, µM (series often up to 9.22 µM), for the others: top-dose activation, actives largely listed as activators; actives 2.4% (n = 320,000);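 also: potency is read from the fitted curve at half-maximal effect; % of control where 0% means no effect; nearly all actives have a fitted effect of over 60% in size; reporter is driven by a mutant NPC1 promoter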
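Readout is luciferase luminescence, reflecting NPC1 promoter activation in stably transfected Huh7 cells after 24 h compound exposure at 37 °C in reduced-serum medium with 10% FBS.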
VP16 counter – inhibits Gal4-VP16 luciferase reporter, ROR gamma counter-screen; AID 2546; Drosophila S2 Gal4-VP16 UAS-luciferase, luminescence, 20 h; actives 3.5% (n = 310,000); Potency, µM (top dose mostly 53.6 µM), inactives show at the highest dose activity, negative = inhibition, hits mostly inhibitors;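 also: Gal4-VP16 expression switched on by copper sulfate through the metallothionein promoter; potency is read from the fitted curve at half-maximal effect; % is scaled to controls: 0 for no effect and ±100 for the full control effect; nearly all actives have a fitted effect of over 50% in size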
KCNH2 3.1 block – blocks the human KCNH2 3.1 channel isoform | activity change, % (tested at about 1.8 µM) | U2OS KCNH2 3.1, thallium flux FluxOr; stronger effect = lower value | actives 0.95% (n = 340,000);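 active = maximum activity change below -70%; inconclusive = maximum activity change from -70% to -50%; inactive = maximum activity change above -50%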;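 also: thallium influx rate constant from kinetic fluorescence after stimulation buffer; % is scaled to controls: 0 for no effect and ±100 for the full control effect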
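Measured as rate of thallium-driven FluxOr signal in transduced U2OS cells carrying the 3.1 channel, read kinetically for 2 min upon stimulation; values are rate constants scaled to DMSO control wells.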
RORg inh – ROR gamma (mouse) transcription inhibition; Potency, µM (series often up to 53.6 µM), without a hit: at the highest dose activity change, negative = inhibition, usual class: inhibitors; Drosophila S2 Gal4-RORgamma UAS-luciferase reporter, 20 h; P51450; actives 5.4% (n = 310,000); also: potency is read from the fitted curve at half-maximal effect; % is scaled to controls: 0 for no effect and ±100 for the full control effect; nearly all actives have a fitted effect of over 60% in size
Target sequence (P51450 whole entry, looked up, the tested form may be a part): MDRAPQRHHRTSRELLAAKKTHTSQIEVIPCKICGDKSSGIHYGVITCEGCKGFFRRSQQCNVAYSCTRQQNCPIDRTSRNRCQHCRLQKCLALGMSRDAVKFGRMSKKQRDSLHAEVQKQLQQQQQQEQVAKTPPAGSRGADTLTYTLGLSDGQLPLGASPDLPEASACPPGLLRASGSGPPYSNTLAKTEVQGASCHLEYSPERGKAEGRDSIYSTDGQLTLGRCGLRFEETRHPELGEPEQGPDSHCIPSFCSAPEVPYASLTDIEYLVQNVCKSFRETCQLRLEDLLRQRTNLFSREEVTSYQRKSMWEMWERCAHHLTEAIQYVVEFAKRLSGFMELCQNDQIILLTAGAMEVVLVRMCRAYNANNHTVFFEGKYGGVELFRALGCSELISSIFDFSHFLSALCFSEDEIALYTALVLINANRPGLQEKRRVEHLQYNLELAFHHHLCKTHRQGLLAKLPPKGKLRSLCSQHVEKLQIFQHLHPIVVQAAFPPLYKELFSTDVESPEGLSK
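In this cell-based reporter format, copper sulfate (700 uM final) drives Gal4–ROR gamma fusion expression from a metallothionein promoter in Drosophila Schneider cells; compounds preincubated 1 hr, reporter read after 20 hr at ambient temperature.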
Menin MLL FP TR – displaces Texas Red mutant MLL peptide from human menin; Menin + Texas Red MLL mutant peptide, fluorescence polarization; Potency, µM (highest dose often 61.6 µM), for inactives: at the highest dose FP activity change, negative = inhibition, hits mostly inhibitors; actives 0.23% (n = 270,000); active = well fitted inhibition curve with a large enough effect in the polarisation, with a control signal flat, not every such curve was filed as active; inconclusive = small, poorly fitted or top-dose-only effect, or effect the other way, or a change in a side signal; inactive = no such curve, though single readings can be large or run the other way; the % refers to the polarisation; also: potency is read from the fitted curve at half-maximal effect; % of control where 0% means no effect; many of its hits are not listed in these tables
* = called active by the depositor; ? = inconclusive; / = not tested or not shown; [ ] = dose if it differs, or a comment. Unless noted, calls follow the shape of the dose curve; as a rule, active = well fitted curve in the direction sought with a large enough effect; inconclusive = small, poorly fitted or top-dose-only effect, or another doubt; inactive = no such curve, though single readings can be large; an effect the other way counts as inactive or inconclusive. These rows are one share of the data; rates above refer to the full screens.

Every second line gives: Menin MLL FP TR, Mito fusion act, ELG1 repair inh, KCNH2 3.1 block, PKM2 activator, FLuc counter, VP16 counter, MBNL1 CUG block, NPC1 prom act, RORg inh, Rab9 prom act
CC(Cl)C(=O)Nc1ccccc1C#N (stereo unspecified)
  -13%, -3%, -2%, -2, -2%, 4%, -3%, ?, 1%, -9%, -4%
CNC(=O)C(=O)NCC1OCCN1S(=O)(=O)c1ccc(OC)c(OC)c1 (stereo unspecified)
  -4%, 3%, 16%, -10, 0%, 3%, -13%, 4%, -3%, -2%, -6%
O=C(c1ccco1)[C@@H]1[C@@H]2C(=O)N(c3ccc(Br)cc3)C(=O)[C@@H]2C2c3ccccc3C=CN21 (stereo partly specified)
  32%[activator], 0%, 7%, -3, 11%, ?, 16%, -4%, 2%, 27%, 2%
COc1ccccc1C1C(C(=O)c2cc3ccccc3o2)=C(O)C(=O)N1CCN(C)C (stereo unspecified)
  ?, -1%, 11%, -5, 0%, 4%, 4%, ?, -1%, 8%, -1%
COc1ccccc1NC(=S)NC(=O)CCCOc1ccc(Cl)cc1Cl
  ?, -1%, -4%, 10, -4%, 5%, 16µM*, 3%, -3%, 10µM*, 3%
CCCNC(=S)NNC(=O)c1cc(C2CC2)nc2ccccc12
  -8%, -9%, -3%, -3, -2%, 21µM*, 10µM*, 14%, -3%, 11µM*, 5%
O=C(CSc1nc(C(F)(F)F)cc(=O)[nH]1)NCc1ccc2c(c1)OCO2
  /, 1%, 2%, 12, /, 3%, /, /, -2%, /, -6%
Cc1cccc(C)c1NC(=O)C1(C)c2cccc[n+]2CC(=O)N1Cc1cccs1 (stereo unspecified)
  ?, 1%, 3%, 5, 2%, -7%, 10%, 5%, -4%, 8%, 5%
O=S1(=O)CCC(NC(=S)Nc2ccccc2)C1 (stereo unspecified)
  /, -5%, 1%, 4, 0%, -1%, 5%, -2%, -1%, 12%, -3%
CCOc1ccc(-c2ncncc2-c2ccc(OC)cc2)c(O)c1
  3%, 10%, ?, -16, 3%, -10%, 6%, -5%, 6%, -10%, 3%
CCCn1nnnc1SCC(=O)NCc1cccs1
  9%, 2%, 3%, 11, 0%, 2%, 6%, 9%, -3%, 0%[10 µM], -7%
CC(=O)N(c1ccc2oc(=O)sc2c1)S(=O)(=O)c1ccccc1
  9%, -6%, -6%, -4, ?, -1%, -10%, 10%, 3%, -18%, 0%
O=C1CN(C(=O)c2ccccc2[N+](=O)[O-])C(c2ccccc2)c2cc(Br)ccc2N1 (stereo unspecified)
  -13%, -6%, 18µM*, -25, /, 2%, ?, ?, 2%, 33%, 1%
Cc1ccc(CCNC(=O)C2CC(c3ccccc3[N+](=O)[O-])=NO2)cc1 (stereo unspecified)
  1%, -4%, -8%, 0, -5%, -1%, 2%, ?, -2%, 15%, -4%
Cn1cc(CNCc2ccc(-n3cccn3)cc2)c(-c2ccccc2F)n1
  2%, 1%, ?, -7, 1%, 0%, 11µM*, -8%, -5%, ?, -11%
COC(=O)C1=C(CS(=O)(=O)c2ccc(Cl)cc2)NC(=O)NC1c1ccc(O)c(OC)c1 (stereo unspecified)
  1%, -4%, 1%, -1, /, 0%, -11%, 0%, -3%, -1%, 0%
CC(C)NC(=O)C1CCN(C2CCN(Cc3ccc4cccc(F)c4n3)CC2)CC1
  2%, -5%, 0%, -4, -2%, -1%, 2%, 8%, -7%, 0%, -7%
CCN(Cc1ccccc1)C(=O)COC(=O)c1cc(Cl)nc(Cl)c1
  -6%, -7%, -4%, 15, 1%, 0%, -12%, 7%, 3%, -23%, 10%
CCOC(=O)C1=C(N)c2ccccc2CC1C1CCCC1 (stereo unspecified)
  /, 4%, 0%, -3, 1%, 1%, -10%, -7%, 0%, -6%, 1%
Cc1cc(C)nc(SCC(=O)N/N=C\C(Br)=C\c2ccccc2)n1
  -2%, -6%, -18%, 11, 4%, 0%, ?, 8%, -5%, -39%, 1%
O=C(COc1ccc(Br)cc1)NCCO
  -6%, -1%, 6%, 1, -2%, -3%, -5%, -15%, -5%, -1%, -4%
Cc1ccc(C(OCC(O)CNC(CO)C(O)c2ccc([N+](=O)[O-])cc2)c2ccccc2)cc1 (stereo unspecified)
  ?, -23%, 26%, -5, /, 2%, -4%, 18%, 1%, 0%, 0%
O=C(O)/C=C/c1cccnc1
  /, 1%, 20%, -21, 4%, 4%, 6%, 11%, -2%, 9%, 0%
CC(Sc1nnc2ccccn12)C(N)=O (stereo unspecified)
  2%, -6%, -5%, 1, -3%, -2%, 2%, /, -3%, 3%, -6%
Cc1sc2nc(SCCO)n(-c3ccccc3)c(=O)c2c1C
  -10%, 6%, -19%, 6, -10%, 3%, -3%, -3%, -2%, 17%, -3%
C#Cc1ccc([C@@H]2C=C(C(=O)O)O[C@H](OCCCCO)C2)cc1
  21%, 1%, 0%, -1, -8%, -3%, 0%, 13%, 0%, 2%, 2%
Cc1c(N(C(=O)Nc2ccccc2)C2=NCC(C)S2)c(=O)n(-c2ccccc2)n1C (stereo unspecified)
  13%, -4%, ?, 3, -12%, -10%, -1%, 4%, 3%, 24%, 2%
CCC1=NN2C(=N)/C(=C\c3ccc(SCc4ccco4)o3)C(=O)N=C2S1
  ?, 3%, -3%, 5, -4%, ?, 13%, 3%, -1%, -16%, 10%
CCCCC(=O)Nc1ccc(NCc2ccc(C)s2)cc1
  11%, 0%, -3%, 8, /, ?, 15%, -19%, 9%, -11%, -6%
O=C(CSc1nc(=O)n(CCCN2CCOCC2)c2c1CCC2)Nc1ccccc1F
  /, -3%, 3%, 12, /, 0%, /, /, 2%, /, 0%
COc1ccc(S(=O)(=O)Nc2ccccc2C(=O)N2CCCC2)cc1C
  -4%, -5%, -3%, 2, 0%, -1%, -2%, 6%, -3%, 18%, -3%
CCCCN1CC(=O)N2[C@H]3c4cc(Cl)ccc4OC[C@@H]3[C@H](c3ccccc3)[C@]2(C)C1=O
  /, 10%, 18µM*, 7, /, 0%, /, /, 1%, /, -10%
Cc1ccc(CNC(=O)c2ccccc2N)cc1
  -12%, 3%, 19%, -3, 1%, 0%, 4%, -7%, 2%, 16%, -3%
COc1ccccc1NC(=O)CCN1C(=O)C2C3CCC(C3)C2C1=O (stereo unspecified)
  /, 0%, -9%, 12, -1%, 1%, 10%, 0%, 5%, -30%, 3%
CCN(Cc1nc(-c2cccc(C)c2)no1)C(=O)c1ccco1
  -1%, -1%, 2%, 1, -6%, -16%, ?, -1%, 4%, 2%, -2%
CC(C)(C)C(=O)NCCc1nc2ccccc2n1CC(=O)c1ccccc1
  0%, 1%, -3%, 1, -5%, 0%, -6%, ?, -1%, -5%, -5%
COC(=O)c1ccc(C2CC(=O)Nc3cc(OC)c(OC)cc32)cc1 (stereo unspecified)
  -3%, -1%, 15%, 7, -8%, -1%, -1%, -3%, -3%, 4%, 3%
O=C(COc1cc(F)ccc1[N+](=O)[O-])Nc1cccc(S(=O)(=O)NC2=NCCC2)c1
  /, 2%, 6%, -3, /, -19%, /, /, -3%, /, -3%

Entries shown so far with a Cl atom (five):
Every second line gives: Menin MLL FP TR, Mito fusion act, ELG1 repair inh, KCNH2 3.1 block, PKM2 activator, FLuc counter, VP16 counter, MBNL1 CUG block, NPC1 prom act, RORg inh, Rab9 prom act
CC(Cl)C(=O)Nc1ccccc1C#N (stereo unspecified)
  -13%, -3%, -2%, -2, -2%, 4%, -3%, ?, 1%, -9%, -4%
COc1ccccc1NC(=S)NC(=O)CCCOc1ccc(Cl)cc1Cl
  ?, -1%, -4%, 10, -4%, 5%, 16µM*, 3%, -3%, 10µM*, 3%
COC(=O)C1=C(CS(=O)(=O)c2ccc(Cl)cc2)NC(=O)NC1c1ccc(O)c(OC)c1 (stereo unspecified)
  1%, -4%, 1%, -1, /, 0%, -11%, 0%, -3%, -1%, 0%
CCN(Cc1ccccc1)C(=O)COC(=O)c1cc(Cl)nc(Cl)c1
  -6%, -7%, -4%, 15, 1%, 0%, -12%, 7%, 3%, -23%, 10%
CCCCN1CC(=O)N2[C@H]3c4cc(Cl)ccc4OC[C@@H]3[C@H](c3ccccc3)[C@]2(C)C1=O
  /, 10%, 18µM*, 7, /, 0%, /, /, 1%, /, -10%
